High-throughput results deposited in PubChem by several laboratories.
Neddyl block = cullin neddylation inhibition; calls only at 25 µM; P61081+Q13564; TR-FRET cullin neddylation, biochemical; 360,000 tested, 0.58% active; in the data active = inhibition above about 36%
Scp1 inh = blocks human Scp-1 phosphatase activity; Recombinant Scp1, phosphopeptide, malachite green phosphate absorbance; AID 493091; 340,000 tested, 0.88% active; inhibition, % at 20 µM;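 active = inhibition above about 50% at 20 µM, limit read from the data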;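 note: plate controls were DMSO wells with enzyme for no effect and wells lacking enzyme for full effect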
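Material: truncated SCP-1 phosphatase (76-261aa) / Buffer or medium: 50 mM Tris acetate pH 5.5, 0.005% Tween-20, 10 mM MgCl2 / Compound dosing: one concentration, 20 µM, with 1.0% DMSO / Incubation: 45 min room-temperature reaction, 5 min colour, 30 min stabiliser / Detection: colorimetric free-phosphate detection, absorbance 630 nm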
CSN inh = blocks human CSN-mediated cullin deneddylation. Q92905. Purified CSN, SCF-Nedd8-OG deneddylation, fluorescence polarization. inhibition, % at 12.5 µM. 360,000 tested, 0.38% active. AID 651999;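 active = pattern-corrected inhibition above about 35%, with an unprinted fluorescence ratio check between 0.5 and 1.5, limit read from the data, passing the limit was not always enough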;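 note: 0% = enzyme with substrate and 100% = substrate without enzyme; some results filed as inactive read as strong as hits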
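Detection – fluorescence polarization · System – HEK293T-derived human Csn5 enzyme · Controls – substrate-only high control, full reaction low control · Timing – 90 min, room temperature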
DNMT1 block = inhibitors of human DNMT1; P26358; AID 588458; 360,000 tested, 0.83% active; inhibition (reported as % activation of signal), % at 10 µM; DNMT1 molecular beacon, Hinp1I cleavage, fluorescence; in the data active = inhibition above about 50%
Target sequence (P26358 504-1616 limits assumed): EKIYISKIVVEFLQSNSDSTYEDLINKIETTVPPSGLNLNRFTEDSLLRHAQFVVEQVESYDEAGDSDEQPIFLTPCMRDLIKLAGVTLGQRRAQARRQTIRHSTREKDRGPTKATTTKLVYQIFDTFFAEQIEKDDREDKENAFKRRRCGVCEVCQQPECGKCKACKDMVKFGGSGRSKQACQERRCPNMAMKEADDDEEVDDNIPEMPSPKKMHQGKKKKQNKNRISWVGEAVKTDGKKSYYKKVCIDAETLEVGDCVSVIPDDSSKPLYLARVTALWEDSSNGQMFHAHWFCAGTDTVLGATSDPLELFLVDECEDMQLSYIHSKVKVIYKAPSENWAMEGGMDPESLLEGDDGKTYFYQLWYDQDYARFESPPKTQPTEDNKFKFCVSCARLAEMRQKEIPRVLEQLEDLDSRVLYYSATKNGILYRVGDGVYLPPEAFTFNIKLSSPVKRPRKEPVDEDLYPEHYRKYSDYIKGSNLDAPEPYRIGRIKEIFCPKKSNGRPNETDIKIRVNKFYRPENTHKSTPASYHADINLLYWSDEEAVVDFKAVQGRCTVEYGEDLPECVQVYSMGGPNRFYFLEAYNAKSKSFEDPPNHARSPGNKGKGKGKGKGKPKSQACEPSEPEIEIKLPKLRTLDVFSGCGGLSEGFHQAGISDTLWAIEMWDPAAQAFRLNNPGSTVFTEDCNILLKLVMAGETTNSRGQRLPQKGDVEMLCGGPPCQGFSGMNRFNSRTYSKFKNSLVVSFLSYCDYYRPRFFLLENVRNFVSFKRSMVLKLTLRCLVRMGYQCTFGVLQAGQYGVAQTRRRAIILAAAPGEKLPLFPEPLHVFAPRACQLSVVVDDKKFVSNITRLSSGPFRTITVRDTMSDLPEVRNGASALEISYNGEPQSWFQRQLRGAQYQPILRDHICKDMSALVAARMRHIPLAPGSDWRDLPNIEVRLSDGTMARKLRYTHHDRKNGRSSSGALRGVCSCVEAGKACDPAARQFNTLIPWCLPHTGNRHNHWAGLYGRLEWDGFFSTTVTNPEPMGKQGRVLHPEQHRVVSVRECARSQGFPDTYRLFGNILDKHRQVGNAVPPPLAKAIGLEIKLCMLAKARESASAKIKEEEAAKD
SUMO1 PPI mod = alters human SUMO1 binding to SIM partners; SUMO1 binding to a labelled peptide, TR-FRET, 1 h; inhibition, % at 20 µM; 360,000 tested, 0.33% active; in the data active = inhibition above about 37%
STEP inh = blocks human striatal-enriched tyrosine phosphatase; recombinant STEP, OMFP fluorogenic substrate, fluorescence; AID 588621; inhibition, % at 20 µM; P54829; 360,000 tested, 0.25% active;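 active = inhibition at 20 µM, scaled per plate between control wells, above about 37%, limit read from the data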;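 note: 0% = DMSO with enzyme and substrate and 100% = substrate only without enzyme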
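Also added – OMFP at 25 µM · Test system – STEP tyrosine phosphatase · Technique – FITC-channel fluorescence of OMFP product · Schedule – 20 min at room temperature, dark · Evaluation – control-normalized % inhibition with plate pattern correction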
LMPTP block = blocks human LMPTP phosphatase | P24666 | recombinant LMPTP-A, OMFP fluorogenic substrate, fluorescence intensity | inhibition, % at 20 µM | AID 651560 | 360,000 tested, 0.22% active;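 active = compounds that cut the enzyme signal by at least half of the control window in the single-dose screen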;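 note: plate controls were DMSO wells with enzyme plus substrate for no effect and substrate without enzyme for full effect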
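Assay system: LMPTP-A, protein tyrosine phosphatase of low molecular weight / Medium: pH 6.0 Bis-Tris buffer with DTT and Triton X-100 / Schedule: 50 min enzyme reaction at room temperature, protected from light / Measured by: endpoint fluorescence intensity from OMFP dephosphorylation / Read-out basis: % inhibition relative to no-enzyme and uninhibited control wells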
Rpn11 inh = inhibitors of human proteasome Rpn11; O00487; AID 588493; 360,000 tested, 0.59% active; human 26S proteasome, Ub4-pepOG fluorescence polarization; 20S core pre-blocked with epoxomicin; calls only at 20 µM;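 active = inhibition at 20 µM, scaled to each plate's controls, above about 33%, limit read from the data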
Rin1-Abl PPI inh = inhibitors of human Rin1-Abl protein interaction; P00519+Q13671; TR-FRET Rin1/Abl binding, biochemical; inhibition, % at 7.35 µM; 360,000 tested, 0.4% active; in the data active = inhibition above about 5%, passing the limit was not always enough
NadD inh = blocks S. aureus nicotinate mononucleotide adenylyltransferase. 360,000 tested, 0.78% active. purified NadD enzyme, colorimetric absorbance read-out. inhibition, % at 20 µM; in the data active = inhibition above about 26%; note: some compounds past the cut are filed as inactive
Starred values were filed as active, the others as inactive; i = inactive; nt = not tested or not shown; & = joins results of further samples.

SMILES	Neddyl block	Scp1 inh	CSN inh	DNMT1 block	SUMO1 PPI mod	STEP inh	LMPTP block	Rpn11 inh	Rin1-Abl PPI inh	NadD inh
Cc1cc(C)nc(/N=C2\NC(=O)CC3C(=O)NCCN23)n1 (centres undefined)	i	-9	2	-2	-4	0	-2.0	i	-3	2
O=C(O)C(C(=O)O)=C1C2CC3CC(C2)CC1C3	i	-3	-2	-1	4	2	2.3	i	1	1
Cc1nn(S(=O)(=O)c2ccc(C(C)C)cc2)c(C)c1S(=O)(=O)N1CCOCC1	i	-8	0	4	7	-3	-2.4	i	1	0
COc1ccc(-c2nc(C(=O)O)cs2)cc1OC	i	-1	-4	4	-3	-2	-0.3	i	1	-1
O=C(c1ccc(Cl)cc1)N1CCCCC(Cl)C1=O (centres undefined)	i	-9	-7	3	0	0	-1.6	i	-1	-9
S=c1[nH]nc(-c2cccs2)n1/N=C/c1cn(-c2ccccc2)nc1-c1ccccc1	i	-17	-2	0	5	2	3.7	i	-4	15
CCCOc1ccc(C(=O)N(Cc2cccs2)C2CCS(=O)(=O)C2)cc1 (centres undefined)	i	0	4	3	-4	0	-0.4	i	3	-7
COc1ccc(/C=C2\SC(=S)N(NC(=O)c3csc4c3CCCC4)C2=O)cc1	i	-12	3	-3	-1	4	2.2	i	-2	17
COc1ccc(CNC(=O)C(C)NCc2ccccc2Cl)cc1 (centres undefined)	i	-9	1	-2	-1	0	-2.5	i	-1	-3
O=C(NC1CC1)c1ccc(N2CCCCC2)c([N+](=O)[O-])c1	i	0	-2	-1	-32	-2	0.1	i	-6	-3
Cc1ccc(F)cc1NC(=O)CSCc1c(C)noc1C	i	-9	0	1	1	-2	-1.6	i	4	-4
C#CCOCCOCCOCCNc1nc(N2CCN(C(=O)[C@H](CO)n3cc([C@@H](N)C(C)C)nn3)CC2)nc(N2CCN(C(=O)[C@H](CCC(=O)O)n3cc([C@@H](N)CCCCN)nn3)CC2)n1	i	4	-4	1	-21	-4	-9.0	i	-3	5
C[C@H](NC(=O)c1ccc2c(c1)OCO2)c1nnc2ccccn12	i	-2	1	1	-3	-3	-1.5	i	-8	0
CS(=O)(=O)Nc1ccc(C(=O)Nc2ccccc2C(=O)NCc2ccco2)cc1	i	-8	2	1	2	-2	0.5	i	0	-7
CC1(C)CC(=O)C(C2=NC3(CCCCCC3)Cc3ccccc32)=C(O)C1	i	-4	1	-1	-3	3	-1.8	i	-4	1
O=C(NCc1ccccn1)C1CCCN(S(=O)(=O)c2ccccc2)C1 (centres undefined)	i	-4	1	1	5	-3	-1.3	i	-2	4
CCOC(=O)CCCNC(=O)CN1C(=O)NC2(CCCCCC2)C1=O	i	0	-1	-1	1	2	-0.4	i	-1	0
Cc1ccc(Sc2ncccc2C(=O)NCC(c2ccc(F)cc2)N2CCOCC2)cc1C (centres undefined)	i	-4	5	0	7	-4	0.1	i	4	1
COC(=O)c1ccccc1C(=O)N1CCOCCOCCOCC1	i	-3	-1	-1	0	-6	-0.8	i	-1	-3
O=C(CNc1cc(S(=O)(=O)N2CCOCC2)ccc1N1CCCC1)Nc1ccc(Cl)cc1	i	-3	4	-13	0	-2	1.0	i	-2	8
Cc1ccccc1C(=O)Nc1nnc(SCC(=O)NC2CC2)s1	i	-7	4	3	0	-4	-1.1	i	-2	-5
C=CCn1c(SCC(=O)Nc2ccccc2F)nc2ccccc2c1=O	i	-5	-2	-1	-4	2	1.7	i	2	2
CC(=O)c1cccc(NC(=O)N2C3CCC2CC(NC(=O)C2CC2)C3)c1 (centres undefined)	i	-6	2	-2	-2	1	-0.9	i	-1	-4
CCCCN(C=O)c1c(CC)nc2ccc(C(=O)Nc3cc(-c4ccccc4)ccc3OC)cn12	i	nt	-1	0	2	2	8.4	i	0	6
COc1ccc2c(c1)c(CC(=O)Nc1ccccc1OC)c(C)n2C(=O)c1ccc(Cl)cc1	i	-3	-3	-9	-3	1	5.6	i	3	2
CCC1C(=O)N=C(SCC(=O)Nc2cccc3ccccc23)NC1=O (centres undefined)	i	0	-1	-1	-2	0	1.4	i	-7	0
CCOC(=O)Cn1c(-c2ccccc2)nc2ccccc2c1=O	i	-1	-2	-4	2	-1	0.5	i	-5	2
CC(=O)c1ccc(NC(=O)Cn2nc(C)cc2C)cc1	i	-8	-2	0	1	0	-1.6	i	-1	9
O=[N+]([O-])c1ccc(N2CCN(C(=S)Nc3ccccc3)CC2)cc1	i	-9	-1	8	2	-2	-0.5	i	0	-7
Cc1c(C#N)c(N)nc2c3c(sc12)NC(=O)CC3c1ccc(F)cc1 (centres undefined)	i	1	-1	-15	-6	-3	-1.2	i	-1	0

Retrieved by compound from the list above, seven records:
SMILES	Neddyl block	Scp1 inh	CSN inh	DNMT1 block	SUMO1 PPI mod	STEP inh	LMPTP block	Rpn11 inh	Rin1-Abl PPI inh	NadD inh
Cc1ccccc1C(=O)Nc1nnc(SCC(=O)NC2CC2)s1	i	-7	4	3	0	-4	-1.1	i	-2	-5
O=C(NCc1ccccn1)C1CCCN(S(=O)(=O)c2ccccc2)C1 (centres undefined)	i	-4	1	1	5	-3	-1.3	i	-2	4
O=C(CNc1cc(S(=O)(=O)N2CCOCC2)ccc1N1CCCC1)Nc1ccc(Cl)cc1	i	-3	4	-13	0	-2	1.0	i	-2	8
CC(=O)c1cccc(NC(=O)N2C3CCC2CC(NC(=O)C2CC2)C3)c1 (centres undefined)	i	-6	2	-2	-2	1	-0.9	i	-1	-4
CCC1C(=O)N=C(SCC(=O)Nc2cccc3ccccc23)NC1=O (centres undefined)	i	0	-1	-1	-2	0	1.4	i	-7	0
COC(=O)c1ccccc1C(=O)N1CCOCCOCCOCC1	i	-3	-1	-1	0	-6	-0.8	i	-1	-3
CCCCN(C=O)c1c(CC)nc2ccc(C(=O)Nc3cc(-c4ccccc4)ccc3OC)cn12	i	nt	-1	0	2	2	8.4	i	0	6

Further entries follow.
SMILES	Neddyl block	Scp1 inh	CSN inh	DNMT1 block	SUMO1 PPI mod	STEP inh	LMPTP block	Rpn11 inh	Rin1-Abl PPI inh	NadD inh
Cc1[nH]c2ccccc2c1-c1nc2ccccc2[nH]1	i	0	4	-1	4	-1	11	i	3	2
C/C(=N/Nc1ncc(Br)cn1)c1ccc(Br)cc1	i	-5	0	-1	-2	-2	0.7	i	0	-6
C=CCn1cnc2sc(C(=O)Nc3ccccc3OC)c(C)c2c1=O	i	-8	2	4	4	0	-1.1	i	1	7
CCCCC(c1nnnn1CCOC)N1CCN(C)CC1 (centres undefined)	i	3	7	9	0	4	-4.6	i	2	-1
O=C(NCCCN1CCOCC1)c1cc2c([nH]c3ccccc32)c(-c2cccc(Br)c2)n1	i	-7	-2	-8	7	4	2.9	i	-2	-6
CCCCCn1c(N2CCCC2)nc2c1c(=O)n(C)c(=O)n2C	i	-2	-5	3	8	0	-0.5	i	0	-2
C1CCc2nnc(-c3nnc4n3CCCCC4)n2CC1	i	4	-1	4	-2	-1	-2.6	i	2	-7
CCOC(=O)C1=C(N)n2c(s/c(=C\c3cccs3)c2=O)=C(C(=O)OCC)C1c1cccs1 (centres undefined)	i	-13	2	4	-4	2	-1.3	i	-2	15
CC(=O)C1=C(O)C(=O)N(c2ccc(Br)cn2)C1c1ccc(Br)cc1 (centres undefined)	i	-27	5	1	-13	1	1.8	i	-1	8
CCCCN(CC)S(=O)(=O)c1ccc2c(c1)n(C)c(=O)c(=O)n2C	i	3	-2	0	0	0	-0.8	i	-1	2
COc1ccc(-c2cc(C(F)(F)F)nc(SCC(=O)Nc3ccc4c(c3)OCO4)n2)cc1OC	i	-14	4	-15	3	-2	-2.0	i	2	3
Cc1ccccc1C(=O)NC(=S)Nc1ccc2[nH]c(=O)[nH]c2c1	i	-6	0	-6	2	-2	-1.1	i	0	-2
CSc1ccccc1OCc1cc(C(=O)N(C)CCn2nc(C)cc2C)no1	i	6	-3	-4	3	0	0.5	i	4	-3
CC(=O)c1ccc(-n2c(CCC(=O)O)ccc2-c2ccc(Cl)cc2)cc1	i	-7	-2	-2	7	1	0.4	i	3	-2
CC1(c2nc3ccccc3[nH]2)c2ccccc2C(=O)N1C1CC1 (centres undefined)	i	nt	-8	nt	4	nt	-1.1	nt	nt	5
CC(C)Nc1nnc(Sc2ccc(Cl)cc2[N+](=O)[O-])s1	i	2	-3	-9	-25	0	0.1	i	-2	-1
CC(=O)Nc1ccc(SCc2csc(C)n2)cc1	i	-5	0	-7	4	1	1.4	i	-2	8
COc1ccc2cc(C(=O)C3CCCN(C(=O)CCc4ccccn4)C3)ccc2c1 (centres undefined)	nt	3	4	-1	-10	1	-0.2	i	-2	8
Cc1ccc(-n2c(O)c(/C=N/n3cnnc3)c3ccccc3c2=O)cc1	nt	2&12	2&5	-7&-11	0&0	3&5	2.2&-0.6	i	-2&6	15&10
COc1ccc(N=Cc2c(O)[nH]c3ccccc23)cc1	i	-2	0	-5	-13	2	-0.9	i	-2	-4
COC(=O)C1=CN(Cc2ccc(OC)c(OC)c2)C=C(C(=O)OC)C1c1ccc(F)cc1	nt	-7	-1	2	-17	-2	2.4	i	-1	-9
COc1ccc(CC(NC(C)=O)C(=O)NC2CCN(c3c(Cc4ccccc4)c(C)nc4ncnn34)CC2)c(OC)c1 (centres undefined)	i	-3	-4	-3	2	2	-0.5	i	2	2
Cc1onc(-c2ccccc2Cl)c1C(=O)NC(=S)Nc1ccccc1C(N)=O	i	-8	2	5	0	-1	-0.6	i	1	-3
O=C(Cc1n[nH]c(=O)c2ccccc12)OCC(=O)c1ccc(OC(F)F)cc1OC(F)F	i	-1	-3	-7	-1	0	-0.8	i	-1	-1

Whole records from above. Order of values: Neddyl block, Scp1 inh, CSN inh, DNMT1 block, SUMO1 PPI mod, STEP inh, LMPTP block, Rpn11 inh, Rin1-Abl PPI inh, NadD inh
`CC(C)Nc1nnc(Sc2ccc(Cl)cc2[N+](=O)[O-])s1` across the screens: i, 2, -3, -9, -25, 0, 0.1, i, -2, -1
`COc1ccc(CC(NC(C)=O)C(=O)NC2CCN(c3c(Cc4ccccc4)c(C)nc4ncnn34)CC2)c(OC)c1` (centres undefined) across the screens: i, -3, -4, -3, 2, 2, -0.5, i, 2, 2

Random draw from the library; about 3.8% have a hit in one of these screens.
